Screens: PubChem BioAssay, several laboratories
PHOSPHO1 inh = PubChem AID 1565; inhibition, % at 13.3 µM; Phosphoethanolamine/phosphocholine phosphatase (Homo sapiens), Q8TCT1; recombinant PHOSPHO1, absorbance phosphatase assay; 290,000 compounds, 1.1% hits; in the data active = inhibition above about 60%
Target sequence (Q8TCT1 whole entry, looked up): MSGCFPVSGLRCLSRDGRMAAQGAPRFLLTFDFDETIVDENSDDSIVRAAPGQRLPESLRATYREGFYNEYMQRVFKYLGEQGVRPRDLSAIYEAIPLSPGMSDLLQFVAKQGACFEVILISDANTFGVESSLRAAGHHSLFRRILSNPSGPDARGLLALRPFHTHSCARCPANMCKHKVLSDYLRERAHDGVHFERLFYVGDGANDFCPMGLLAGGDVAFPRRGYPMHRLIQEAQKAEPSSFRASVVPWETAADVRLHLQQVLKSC
NS3 helicase inh = inhibitors of HCV NS3 helicase, primary screen, biochemical, Cy5 molecular beacon fluorescence | AID 1800, 2009 | NS3 helicase DNA unwinding | Hepatitis C virus NS3 helicase | inhibition, % at 10.9 µM | 290,000 compounds, 0.56% hits;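 active = inhibition above the mean of all tested compounds plus 3 SD, set per campaign, cut at about 35% in these data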;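 also: 0% = DMSO wells and 100% = thioflavine S control wells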
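Compound dosing – single dose, 10.9 µM nominal final, DMSO 0.8% final · System – NS3 helicase fragment of HCV · Buffer or medium – MOPS pH 6.5, MgCl2, DTT, Tween20, BSA · Signal – Cy5 beacon fluorescence read at start and 1 h · Also added – annealed dual-labelled DNA beacon duplex, ATP-started · Schedule – 1 h at 25 °C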
VIM-2 inh = VIM-2 metallo-beta-lactamase inhibitors, primary screen, biochemical, epi-absorbance readout, Pseudomonas aeruginosa enzyme | purified VIM-2, nitrocefin hydrolysis, epi-absorbance fluorescence | inhibition, % at 5.6 µM | AID 1527, 2009 | 290,000 compounds, 0.89% hits;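 active = inhibition above the mean of all tested compounds plus 3 SD, cutoff set per screening run, cut at about 7.5% in these data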;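 also: red hydrolysis product quenches plate fluorescence so inhibitors raise well fluorescence; 0% = enzyme with DMSO and 100% = DMSO without enzyme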
FID counter = compounds displacing fluorescent DNA intercalator, primary screen, artefact control for HCV NS3 helicase inhibitor project, biochemical, FID fluorescence. DNA fluorescent intercalator displacement. inhibition, % at 7.9 µM. 290,000 compounds, 0.17% hits. AID 1845, 2009; in the data active = inhibition above about 37%;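 also: 0% = vehicle and 100% = reference compound; higher means more ethidium bromide displaced from hairpin DNA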
IDE act = human IDE activators in live cells, primary screen, fluorescence polarization, HEK cells, FAbeta-B substrate. FAbeta-B cleavage; 0% vehicle, 100% cell-free pure enzyme wells. activation, % at 5.96 µM. 340,000 compounds, 0.073% hits;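 active = activation above the mean of all tested compounds plus 3 SD, set per screening campaign, cut at about 17% in these data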
IMP-1 inhibitor = IMP-1 metallo-beta-lactamase inhibitors, primary screen, biochemical, epi-absorbance readout, Pseudomonas aeruginosa enzyme; metallo-beta-lactamase IMP-1 (Pseudomonas aeruginosa); purified IMP-1, nitrocefin hydrolysis, epi-absorbance fluorescence; inhibition, % at 5.6 µM; 290,000 compounds, 0.45% hits; AID 1556, 2009;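 active = inhibition above the mean plus 3 SD of all compounds in the same screening run, cut at about 4.5% in these data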;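 also: 0% = IMP-1 with DMSO and 100% = DMSO wells lacking enzyme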
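System: Purified recombinant IMP-1 metallo-beta-lactamase enzyme | Measured by: Fluorescence quenching readout, ex 480/em 530 nm | Replication: Singlicate | Incubation: 15 min preincubation plus 25 min reaction at 25 °C | Evaluation: Percent inhibition from optical density relative to buffer-blank wells | Benchmarks: DMSO with and without IMP-1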
MEKK3 PB1 HTS = modulators of MEKK3-MEK5 PB1 binding, primary screen, biochemical, wildtype MEKK3, multiplex bead flow cytometry, Alexa488-MEK5; Mitogen-activated protein kinase kinase kinase 3 (Homo sapiens), Q99759; bead-based flow cytometry, Alexa488-MEK5 binding to MEKK3; actives lie on both sides; 0 = blocked by unlabeled MEK5, 100 = vehicle; binding response (% of control), % at 10 µM; 290,000 compounds, 1.4% hits; AID 1529, 2009;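 active = binding response more than 3 SD above or below the average of its plate-row segment, actives on both sides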;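 also: Alexa488 bead fluorescence after subtracting the streptavidin-only scavenger bead signal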
SUMO HTRF inh = inhibitors of in vitro SUMOylation cascade, primary screen, biochemical, HTRF, uHTS | inhibition, % at 35 µM | 290,000 compounds, 0.36% hits | HTRF SUMOylation assay, SAE1/SAE2 + UBC9; in the data active = inhibition above about 50%, passing the limit was not always enough; also: strong numbers were not always called active
Target sequence (P63279 whole entry, looked up): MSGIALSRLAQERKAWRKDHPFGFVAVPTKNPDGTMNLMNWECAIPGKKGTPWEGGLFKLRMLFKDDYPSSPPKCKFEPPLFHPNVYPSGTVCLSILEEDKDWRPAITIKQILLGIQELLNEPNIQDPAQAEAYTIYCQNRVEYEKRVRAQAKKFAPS
p-CIP stab down = p/CIP-EGFP fusion destabilizers, primary screen, fluorescence, F442A cells. decrease of EGFP signal, % at 10 µM. 290,000 compounds, 0.01% hits. Q05BA5. 16 h;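 active = EGFP signal decrease of at least 30% at 10 µM or well 3 SD below plate mean, unless failing retest; inactive = the rest, including hits failing retest or dose response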; also: some compounds called inactive have numbers as strong as hits; many of its hits are not listed in these tables
* marks the source's active call; other numbers are inactive results; x = not tested or not shown; [ ] = remark or other dose. Some of the compounds tested, so the mix of outcomes need not match the whole.

SMILES | PHOSPHO1 inh | NS3 helicase inh | VIM-2 inh | FID counter | IDE act | IMP-1 inhibitor | MEKK3 PB1 HTS | SUMO HTRF inh | p-CIP stab down
COCCn1nnnc1C(c1ccc(O)c(OC)c1)N1CCc2ccccc2C1 (stereo not given) | -37 | -1 | -1.3 | -1 | 1 | -1.7 | 97 | 6 | 7
OCCC1CN(Cc2cccn2-c2ncccn2)CCN1CCc1ccccc1 (stereo not given) | 23 | 1 | -0.8 | 3 | -3 | -0.7 | 108 | 12 | -1
CCOc1ccc(S(=O)(=O)NC(C)C(=O)NC2CCCC2)cc1 (stereo not given) | 13 | 4 | -0.6 | -5 | 3 | -1.7 | 99 | 8 | -5
Cc1cc(C)c(C)c(S(=O)(=O)Nc2ccc(C(=O)N3CCCC3)cc2)c1C | 36 | -11 | -0.3 | -51 | 2 | -0.6 | 105 | 5 | -11
O=C(CCc1ccccc1)NC1CCCc2ccccc21 (stereo not given) | 31 | 2 | -0.6 | -11 | 4 | -2.4 | 99 | 23 | -29
COc1ccccc1OCC(=O)NCCNC(=O)COc1ccccc1OC | 16 | 1 | -2.8 | -17 | 3 | -4.3 | 106 | -7 | 4
Cc1cc(=O)oc(C)c1C(=O)NCCC(C)C | 32 | 26 | 0.6 | -8 | 5 | 0.3 | 86 | -1 | 2
O=C(Nc1ccccc1C(F)(F)F)c1ccsc1 | 51 | 4 | -5.3 | -2 | 1 | -2.3 | 103 | 8 | 1
CCC(C)(C)n1nnnc1C(c1ccncc1)N1CCC(Cc2ccccc2)CC1 (stereo not given) | -12 | 27 | -3.7 | -17 | 0 | -2.7 | 100 | -8 | -6
CSc1nc(C)c2c(n1)N(c1cccc(C)c1)CC2 | 43 | 0 | 5.6 | -15 | 6 | -1.0 | 103 | 20 | -17
COc1ccc(-n2c(C)cc(-c3cn4cccc(C)c4n3)c2C)cc1 | 4 | 0 | -3.1 | -14 | 8 | -2.2 | 101 | 7 | 4
C#CCSc1nccc(-c2nn(-c3ccc(C)cc3)ccc2=O)n1 | 81* | 1 | -1.9 | -18 | -6 | -1.0 | 99 | 35 | 6
C=CCn1c(CC(=O)OC)csc1=Nc1ccc(C(C)=O)cc1 | 16 | -7 | -1.3 | -11 | 2 | -0.7 | 109 | 18 | -16
NCC(=O)NCC(=O)OCc1ccccc1 | -12 | 9 | -1.5 | -6 | -1 | -2.4 | 119 | -2 | 6
CC1CCCCN1CCNC(=O)c1ccc2c(=O)n(Cc3ccc(Cl)cc3)c(=S)[nH]c2c1 (stereo not given) | 33 | -70 | -0.6 | 24 | 3 | -4.0 | 107 | -17 | -5
COc1cccc(/C=N/Nc2nnc(C)n2N)c1OCc1ccccc1Cl | 16 | -6 | -2.6 | 2 | 3 | 0.5 | 94 | 4 | -4
COc1ccc(N(CC(=O)Nc2cccc(SC)c2)S(C)(=O)=O)cc1Cl | 13 | -22 | -3.5 | -7 | 2 | -2.2 | 107 | 1 | -26
O=[N+]([O-])c1ccc(Cl)cc1N1CCCCC1 | 9 | 1 | -0.5 | 1 | 7 | -3.6 | 98 | 0 | -16
C=CCOc1ccc(Cl)cc1C(=O)O | 24 | -6 | -1.6 | 5 | 2 | -1.9 | 107 | -11 | -8
Cn1c(CNc2cccc(C(F)(F)F)c2)n[nH]c1=S | -1 | -1 | -4.7 | 2 | 0 | -2.0 | 100 | 3 | -23
COCCCN1C(=O)C(=O)/C(=C(/O)c2ccc(OC(C)C)cc2)C1c1cccnc1 (stereo not given) | 16 | -2 | -2.7 | -15 | 3 | -3.7 | 87 | -9 | -5
COc1ccccc1CN(C)C(=O)C(NC(=O)Cc1cccc2ccccc12)C(C)C (stereo not given) | 35 | -8 | -2.4 | -37 | 0 | -0.9 | 100 | -10 | -3
CCCCNC(=O)C1CC(c2c(Cl)cccc2Cl)=NO1 (stereo not given) | 18 | -4 | -0.7 | -4 | -1 | -1.6 | 104 | 15 | 14
Cc1ccc(NC(=O)Cn2nc(C(F)(F)F)c3c2CCC3)cc1 | 8 | 0 | -2.1 | -3 | 6 | -3.4 | 97 | -4 | 2
O=C(NNC(=O)c1cc(-c2ccccc2)nn1-c1ccccc1)c1ccccc1 | 9 | -7 | -2.6 | -14 | 0 | -3.7 | 107 | 2 | -12

Carrying on:
SMILES | PHOSPHO1 inh | NS3 helicase inh | VIM-2 inh | FID counter | IDE act | IMP-1 inhibitor | MEKK3 PB1 HTS | SUMO HTRF inh | p-CIP stab down
CSc1nc2nc3c(cn2n1)C(=O)CC(c1ccccc1)C3 (stereo not given) | 18 | 32 | -2.3 | -8 | 2 | -3.3 | 85 | 34 | -10
O=C(Nc1cccc(C(=O)N2CCCC2)c1)c1ccccc1Cl | 24 | 20 | -0.2 | -21 | 7 | -2.6 | 101 | -1 | -1
O=C(COc1ccc2c3c(c(=O)oc2c1)CCCC3)NCCCN1CCOCC1 | 24 | -4 | 11* | 14 | 4 | -0.7 | 99 | 4 | -56
CCC(C)N(C)C1CCN(C(=S)Nc2cccc(OC)c2)CC1 (stereo not given) | -35 | 3 | 0.7 | 2 | 5 | -1.4 | 99 | 5 | -3
COCc1cc(N2CCN(c3ccccc3F)CC2)nc(-c2ccccc2)n1 | -16 | -8 | 0.5 | -3 | 5 | -3.4 | 4.0*[inhibitor] | -12 | -20
CC(=O)OC1COC(n2ccc3cc([N+](=O)[O-])ccc32)C(OC(C)=O)C1OC(C)=O (stereo not given) | 5 | -9 | -1.6 | 0 | -2 | -2.8 | 104 | -27 | 4
COc1ccccc1/C=N/NC(=O)CSc1ccc2ccccc2n1 | -2 | -9 | -4.0 | -27 | 2 | -0.6 | 102 | -6 | 5
O=C(CCCN1C(=O)C(c2ccccc2)Oc2cccnc21)Nc1cccc(F)c1 (stereo not given) | 18 | -19 | -2.1 | -36 | 0 | -2.4 | 101 | x | -7
C=CCN1C(=O)C2(OCCCO2)c2ccccc21 | 19 | 19 | -1.4 | -5 | -2 | -0.9 | 101 | 19 | -7
COc1ccc(C(C)=O)cc1COc1cccnc1[N+](=O)[O-] | 28 | -4 | -1.5 | -9 | 10 | -2.8 | 96 | 8 | 2
CC(C)(C)c1ccc(Cn2c(=O)cnc3ccccc32)cc1 | -38 | -5 | -2.9 | -34 | 4 | -4.5 | 104 | -8 | -33
CCOC(=O)N1CCC(NC(=O)c2cc3c(=O)[nH]c4ccccc4c3n2C)CC1 | -13 | 2 | -0.3 | -23 | 3 | -2.3 | 108 | 6 | -4
O=C(O)CC1(c2ccc(F)cc2)C2CC3CC(C2)CC1C3 (stereo not given) | 50 | 32 | -0.3 | -42 | 3 | -2.7 | 111 | 3 | -11
COc1ccc2nc(N/C(N)=N/S(C)(=O)=O)nc(C)c2c1 | 12 | -7 | -3.5 | -5 | 1 | -3.6 | 101 | 7 | -8
Cc1cccc(-n2cnc3cc([N+](=O)[O-])ccc32)c1 | -14 | 0 | 2.4 | -2 | -3 | -1.5 | 97 | -6 | -1
NC(=O)c1ccccc1NS(=O)(=O)c1cccs1 | -17 | 2 | -4.9 | 1 | 3 | -2.3 | 106 | 11 | -3
COc1cccc(CNc2nc3nc(C)c(Cl)c(=O)n3[nH]2)c1 | 29 | -5 | -2.4 | 0 | 4 | -0.8 | 97 | 35 | -15
COCCCN1C(=O)N(c2ccccc2)C(=O)C1CC(=O)Nc1ccccc1 (stereo not given) | 26 | 0 | -2.2 | -6 | 3 | -4.9 | 94 | 0 | -13

Reprinted at random: two records from the list.
SMILES | PHOSPHO1 inh | NS3 helicase inh | VIM-2 inh | FID counter | IDE act | IMP-1 inhibitor | MEKK3 PB1 HTS | SUMO HTRF inh | p-CIP stab down
CCC(C)N(C)C1CCN(C(=S)Nc2cccc(OC)c2)CC1 (stereo not given) | -35 | 3 | 0.7 | 2 | 5 | -1.4 | 99 | 5 | -3
O=C(Nc1cccc(C(=O)N2CCCC2)c1)c1ccccc1Cl | 24 | 20 | -0.2 | -21 | 7 | -2.6 | 101 | -1 | -1

Filtered by structure, those above with a COOH group.
SMILES | PHOSPHO1 inh | NS3 helicase inh | VIM-2 inh | FID counter | IDE act | IMP-1 inhibitor | MEKK3 PB1 HTS | SUMO HTRF inh | p-CIP stab down
C=CCOc1ccc(Cl)cc1C(=O)O | 24 | -6 | -1.6 | 5 | 2 | -1.9 | 107 | -11 | -8
O=C(O)CC1(c2ccc(F)cc2)C2CC3CC(C2)CC1C3 (stereo not given) | 50 | 32 | -0.3 | -42 | 3 | -2.7 | 111 | 3 | -11

Three entries already listed, ordered by the number in VIM-2 inh, rising:
SMILES,PHOSPHO1 inh,NS3 helicase inh,VIM-2 inh,IDE act,IMP-1 inhibitor,MEKK3 PB1 HTS,SUMO HTRF inh,p-CIP stab down
CCC(C)(C)n1nnnc1C(c1ccncc1)N1CCC(Cc2ccccc2)CC1 (stereo not given),-12,27,-3.7,0,-2.7,100,-8,-6
C=CCN1C(=O)C2(OCCCO2)c2ccccc21,19,19,-1.4,-2,-0.9,101,19,-7
Cc1cccc(-n2cnc3cc([N+](=O)[O-])ccc32)c1,-14,0,2.4,-3,-1.5,97,-6,-1
